# High-throughput results from PubChem BioAssay.
# Large T inhibition: SV40 large T antigen inhibitors, biochemical (AID 1903). SV40 large T antigen ATPase/helicase inhibition assay; higher % means a stronger effect. inhibition, % at 20 µM, or IC50 in µM where a hit was titrated. 0.39% of 310,000 active; in the data active = a potency from the dose series; inconclusive = inhibition mostly from about 32% at the one dose, without a potency; inactive = the rest, 99 in 100 with inhibition below about 32%; note: strong numbers were not always called active
# Ins promoter up: MIN6 insulin promoter up-regulation | MIN6 insulin promoter-GFP reporter, high-content imaging; stronger effect = higher value | z-score at 5 µM | 0.3% of 190,000 active;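 active = z-score above 3 at 5 µM with at least 500 cells counted in the well; inconclusive = wells under 500 cells, flagged as cytotoxic or low count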
# ER stress rescue: protection against thapsigargin-triggered cell killing – 384-well, CSM14.1, ATP luminescence, primary screen (AID 1222). 190,000 tested, under 10 active. cellular ATP content (survival), % at 20 µM; hits with a dose series show EC50 in µM. CSM14.1 thapsigargin-induced death rescue, ATP luminescence; higher % means a stronger effect;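 active = EC50 below 50 µM in the dose-response confirmation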;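 note: death triggered by thapsigargin at about 15 µM added after 2 h compound pretreatment; cell ATP read after overnight thapsigargin exposure of roughly 18 to 22 hours; normalized against plate controls of thapsigargin alone and 5% DMSO vehicle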
# RSV antiviral HEp-2: RSV antiviral activity via CPE protection, HEp-2 cells, primary 10 µM value included (AID 2391). HEp-2 cells, RSV-induced CPE inhibition; higher % means a stronger effect. one-dose CPE inhibition, % at 10 µM; IC50 in µM for titrated hits. 0.13% of 310,000 active; in the data active = a potency from the dose series; inconclusive = CPE inhibition mostly from about 23% at the one dose, without a potency; inactive = the rest, 99 in 100 with CPE inhibition below about 21%; note: strong numbers were not always called active
# TNAP activation fold: stimulation of alkaline phosphatase TNAP activity – biochemical, luminescent, no phosphate acceptor, uHTS, primary screen (AID 1001). 0.03% of 200,000 active. one-dose activation fold at 20 µM; EC50 in µM for titrated hits. purified TNAP, luminescent activation assay, no phosphate acceptor; higher activation fold means a stronger effect; in the data active = activation fold from about 3, or a potency from the dose series; inactive = the rest, 99 in 100 with activation fold below about 1.6; note: many of its hits are not listed in these tables
# human PMI inhibition: MPI enzyme activity inhibition – biochemical, fluorescence intensity, coupled assay, primary screen (AID 1209) | purified PMI enzyme, coupled fluorescence intensity; higher % means a stronger effect | one-dose inhibition, % at 20 µM; IC50 in µM for titrated hits | 0.42% of 190,000 active;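 note: plate controls were DMSO vehicle for no effect and wells lacking substrate for full effect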
# PMI inhibition: human PMI inhibitors, high substrate, primary screen, biochemical, fluorescence intensity, high mannose 6-phosphate (AID 1220) | recombinant PMI enzyme, coupled fluorescence intensity; higher % means a stronger effect | 0.66% of 190,000 active | one-dose inhibition, % at 20 µM; IC50 in µM for titrated hits
# PhoP inhibition: PhoP-dependent GFP reporter repression – Salmonella Typhimurium, primary screen (AID 1863). S. Typhimurium PhoP-regulated promoter GFP reporter, 4 h; higher % means a stronger effect. inhibition, % at 50 µM, or IC50 in µM where a hit was titrated. 0.16% of 300,000 active;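 active = inhibition over 29.93%, a cutoff 3 SD above the screen mean, later confirmed by dose response; inconclusive = inhibition over 29.93% but no dose response follow-up; inactive = inhibition at most 29.93% or unconfirmed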;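 note: 0% = low Mg2+ inducing control and 100% = high Mg2+ repressing control; strong numbers were not always called active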
# West Nile virus CPE: West Nile virus antiviral activity, cell-based, CPE readout (AID 1621); West Nile virus-infected cells, CPE inhibition; higher % means a stronger effect; one-dose CPE inhibition, % at 10 µM; IC50 in µM for titrated hits; 0.02% of 290,000 active; in the data active = a potency from the dose series; inconclusive = CPE inhibition mostly from about 3.7% at the one dose, without a potency; inactive = the rest, 99 in 100 with CPE inhibition below about 2.2%; note: strong numbers were not always called active
# Ins promoter up cell count: second read-out of Ins promoter up, no call of its own (marks repeat the call); cell count; measured here: cytotoxicity, nuclei count;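 total cells summed across four imaged fields per well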
# An asterisk follows results filed as active; ? = inconclusive; · = no result given. Cut-off read from the data, not from the text of the source, unless noted: active = inhibition above about 50%; inactive = the rest.
structure	Large T inhibition	Ins promoter up	Ins promoter up cell count	ER stress rescue	RSV antiviral HEp-2	TNAP activation fold	human PMI inhibition	PMI inhibition	PhoP inhibition	West Nile virus CPE
O=c1cc(CSc2nnc(COc3ccccc3)n2-c2ccccc2)c2ccccc2[nH]1	16%	-0.09	1354	5.4%	4.0%	1.1	3%	7%	16%	-0.7%
COc1ccc(-n2c(SC)nc(O)cc2=O)cc1	7%	0.16	1065	2.9%	1.1%	1.1	-5%	-7%	-1%	0.9%
O=C(Nc1ccc(F)cc1F)NC1CCN(Cc2c(F)cccc2Cl)CC1	2%	-1.1	1230	·	2.8%	·	·	·	-5%	-0.7%
CC(=O)Oc1ccccc1C1OC(=O)c2ccccc2N1C(C)=O (stereo not given)	-2%	0.62	1352	-1.9%	2.0%	1.1	5%	1%	8%	0.6%
Cc1c([N+](=O)[O-])cc(C(=O)N2CCOCC2)cc1[N+](=O)[O-]	5%	0.26	1273	0.3%	1.1%	1.1	-10%	4%	-11%	-0.2%
CCC(=O)Nc1ccc(NCc2cccs2)cc1	20%	·	·	·	0.2%	·	·	·	-1%	-0.7%
COc1cccc(OC)c1C(=O)N1CCN(Cc2ccccc2C)CC1	23%	0.62	1422	0.2%	1.7%	1.1	14%	5%	12%	-0.2%
Cc1cc(NC(=O)/C=C/c2ccc(F)cc2)n(-c2nc3ccccc3[nH]2)n1	-29%	-0.53	1403	-1.3%	-0.3%	1.4	14%	5%	-1%	0.0%
O=C(NNC(=S)NCc1ccc(Cl)cc1)c1ccc(Br)o1	21%	-0.08	1339	-1.5%	3.0%	1.1	-16%	-27%	4%	0.4%
O=C1CSc2ccc(C(=O)O)cc2N1	6%	-0.39	1330	-0.6%	-1.2%	1.1	-20%	-14%	-3%	1.2%
CC1(C)CC(NC(=O)COc2cc3oc(=O)c4c(c3cc2Cl)CCC4)CC(C)(C)N1	2%	·	·	·	1.0%	·	·	·	-3%	14%
COc1cccc(NC(=O)N2C3CCCC2CC(NC(C)=O)C3)c1 (stereo not given)	7%	·	·	·	1.3%	·	·	·	-8%	-0.1%
CC1C(=O)N2CCCc3cc(NS(C)(=O)=O)cc1c32 (stereo not given)	9%	·	·	·	2.8%	·	·	·	-6%	0.0%
CCOc1ccc(C(F)(F)F)cc1NC(=O)COc1ccc(C(F)(F)F)cc1[N+](=O)[O-]	9%	-0.15	1780	-2.1%	1.7%	1.1	-1%	1%	-3%	0.5%
CSCCC(NS(=O)(=O)c1ccc(Cl)cc1)C(=O)OCC(=O)N1CCCc2ccccc21 (stereo not given)	6%	-0.39	1493	1.4%	1.8%	1.1	10%	11%	9%	0.0%
CCCn1c(NC(=O)c2cccc(C)c2C)nc2ccccc21	18%	-1.1	944	0.3%	5.0%	1.2	-8%	-5%	8%	-1.0%
Cc1cc(C(=O)COC(=O)c2ccc(N)c([N+](=O)[O-])c2)c(C)n1Cc1ccc2c(c1)OCO2	10%	-0.64	1000	·	1.6%	·	·	·	1%	0.3%
COc1cc(CN2C(=O)C(NC(=O)c3ccco3)(C(F)(F)F)C3=C2CC(C)(C)CC3=O)cc(OC)c1 (stereo not given)	15%	-0.75	871	-1.4%	0.4%	1	10%	4%	7%	-0.2%
Cc1ccc(C[n+]2cccc(-c3ccccc3)c2)c(C)c1	5%	?	·	12%	-0.4%	1	-4%	3%	8%	0.2%
CCNS(=O)(=O)c1ccc(CCC(=O)NCc2ccccc2)cc1	14%	0.1	1522	-0.1%	0.9%	1.1	2%	2%	-2%	0.2%
CN(C)c1ccc(/C=N/N2CCN(c3ccccn3)CC2)cc1	?	-0.32	1081	·	·	·	·	·	-3%	0.8%
COc1ccccc1OCC(=O)NNC(=O)c1cnccn1	-8%	0.04	1585	-3.5%	0.8%	1.4	15%	14%	0%	·
COCCn1c(=NC(=O)c2ccc(S(=O)(=O)N3CCOCC3)cc2)sc2cc(S(N)(=O)=O)ccc21	3%	·	·	·	2.4%	·	·	·	8%	0.1%
CN1CCN(CCCN(Cc2cccs2)C(=S)Nc2ccc(Cl)cc2)CC1	4%	-0.91	1212	-0.6%	4.3%	1.1	7%	0%	-3%	-0.3%
COc1ccccc1NC(=O)CSc1nc2c(sc3ccccc32)c(=O)n1CCN(C)C	23%	·	·	0.1%	-1.1%	1.2	7%	-1%	-5%	-0.5%
COc1ccc(C(=O)Nc2nc3ccc(S(C)(=O)=O)cc3s2)cc1OC	2%	0.56	1119	-0.3%	3.3%	1	10%	8%	-9%	0.5%
Cc1nn(CCC(=O)N2CCN(S(=O)(=O)c3ccc(Cl)cc3)CC2)c(C)c1C	13%	·	·	·	1.6%	·	·	·	-1%	-0.6%
O=C(CSc1ncnc2nc[nH]c12)Nc1nnc(SCc2ccc(Cl)c(Cl)c2)s1	5%	0	1471	1.2%	19%	1.2	-9%	1%	-6%	-0.5%
COc1ccc(Cl)cc1NC(=O)Cn1c(=O)n2nc(C)nc2c2ccccc21	6%	1.8	820	-1.5%	0.7%	1	12%	5%	-6%	-0.7%
C/C(=N\N1CCN(C)CC1)c1ccc(Cl)c(Cl)c1	11%	-0.54	1143	0.0%	0.5%	1	6%	3%	8%	0.5%
CCCNC(=O)COC(=O)/C=C/c1ccco1	17%	-0.2	1486	-0.7%	-0.2%	0.8	16%	10%	4%	0.9%
COc1ccc(-c2cn(-c3ccccc3)nc2CO)cc1	8%	·	·	·	7.3%	·	·	·	-3%	1.0%
CC(C)NC(=O)NNC(=O)Cn1nnc(-c2cccc(Cl)c2Cl)n1	6%	-0.33	1057	·	0.9%	·	·	·	-4%	0.2%
O=C(c1cccc(OC2CCN(Cc3ccc(F)cc3Cl)CC2)c1)N1CCCC1	8%	·	·	·	5.5%	·	·	·	5%	-1.0%
Fc1ccccc1/C=N/N1CCN(Cc2ccccc2Cl)CC1	4%	·	·	·	1.9%	·	·	·	-2%	-1.1%
CN1C(=O)CC(N2CCN(c3ccccn3)CC2)C1=O (stereo not given)	7%	0.05	1243	-1.4%	0.0%	1	10%	13%	0%	1.0%

# Grouped by structure: those above containing a CF3 group
structure	Large T inhibition	Ins promoter up	Ins promoter up cell count	ER stress rescue	RSV antiviral HEp-2	TNAP activation fold	human PMI inhibition	PMI inhibition	PhoP inhibition	West Nile virus CPE
CCOc1ccc(C(F)(F)F)cc1NC(=O)COc1ccc(C(F)(F)F)cc1[N+](=O)[O-]	9%	-0.15	1780	-2.1%	1.7%	1.1	-1%	1%	-3%	0.5%
COc1cc(CN2C(=O)C(NC(=O)c3ccco3)(C(F)(F)F)C3=C2CC(C)(C)CC3=O)cc(OC)c1 (stereo not given)	15%	-0.75	871	-1.4%	0.4%	1	10%	4%	7%	-0.2%

# Further results follow:
structure	Large T inhibition	Ins promoter up	Ins promoter up cell count	ER stress rescue	RSV antiviral HEp-2	TNAP activation fold	human PMI inhibition	PMI inhibition	PhoP inhibition	West Nile virus CPE
CCOC(=O)c1c(NC(=O)COC(=O)CNC(=O)c2ccco2)sc(C(C)=O)c1C	-4%	0.68	1428	5.1%	3.8%	1	-4%	-1%	-18%	-0.5%
CC(=O)Nc1cccc(Oc2cnc3ccccc3n2)c1	15%	·	·	-2.1%	0.9%	1.1	3%	2%	-3%	-0.6%
CCOC(=O)C1=C(C)NC2=C(C(=O)C(C(=O)OCC)C(c3ccco3)C2)C1c1ccccn1 (stereo not given)	27%	0.12	1306	0.0%	1.1%	1.1	11%	11%	-8%	-0.8%
COC(=O)C(NNc1ccccc1C)(NC(=O)c1ccc(F)cc1)C(F)(F)F (stereo not given)	14%	0.22	1208	2.5%	5.1%	1.1	-62%	-119%	11%	-0.3%
Brc1ccccc1OCCCCCN1CCOCC1	13%	-0.57	1205	2.3%	-2.7%	1	-22%	-20%	8%	1.2%
Cc1ccc(-c2nc3ccccc3nc2NN)cc1	8%	-0.55	1455	·	3.6%	·	·	·	-6%	-0.2%
C=CCOc1cccc(/C=C\c2nc(O)c([N+](=O)[O-])c(=O)[nH]2)c1	10%	·	·	·	3.2%	·	·	·	1%	-0.1%
CCCCNC(=S)NNC(=O)c1csc(C)c1C	4%	-0.27	1142	-0.5%	-0.5%	2.4	-9%	-7%	-3%	0.1%
CCOc1ccccc1N1Cc2cc(C)c(C)cc2C1	-3%	1.1	1908	·	3.6%	1.1	-35%	-70%	5%	-0.5%
CSc1ccc(/C=C(/NC(=O)c2ccco2)C(=O)N2CCCCC2)cc1	10%	·	·	·	0.8%	·	·	·	-8%	-0.6%
Cc1ccc(NC(=O)CN(C)CC(=O)Nc2c(C)cccc2C)c(Br)c1	1%	0.23	1417	0.3%	1.7%	1	3%	-4%	-7%	-0.7%
CCC(C)N1CC(C(=O)NC2CCCCC2)CC1=O (stereo not given)	-1%	-0.33	1594	-1.8%	0.7%	1.1	-6%	-11%	-8%	-0.1%
CCOC(=O)Cc1cc(=O)n2[nH]c(C(C)(C)C)cc2n1	6%	-0.05	1356	·	·	·	·	·	-1%	-0.1%
CCC(C)C1Nc2ccc(C(=O)NCCc3ccc(OC)c(OC)c3)cc2NC1=O (stereo not given)	8%	·	·	·	6.9%	·	·	·	3%	0.2%
CCO[C@H]1OC(C(=O)NCc2nc3ccccc3[nH]2)=C[C@@H](c2ccc3c(c2)OCO3)[C@@H]1CCCO	7%	·	·	·	1.7%	·	·	·	-4%	0.4%
N#CC(c1ccccc1)C1CCN(Cc2ccccc2)CC1 (stereo not given)	16%	·	·	-1.8%	0.2%	1.2	2%	-12%	-18%	0.3%
Cc1ccc(S(=O)(=O)N2Cc3ccccc3CC2C(=O)Nc2cc(C)on2)cc1 (stereo not given)	18%	-0.32	1226	0.8%	18%	1.1	-6%	-3%	3%	0.0%
Cc1cccc(NC(=S)N(CCc2ccncc2)C(C)C)c1C	3%	0.25	1023	-7.1%	-0.2%	1.1	-7%	-5%	0%	-0.1%
COc1cc(C2CC(=O)c3cnc(N)nc3C2)cc(OC)c1OC (stereo not given)	-4%	·	·	0.7%	0.2%	1.1	4%	1%	-12%	1.3%
Cc1cccc(-n2c(C)cc(/C=N\NC(=O)c3cccs3)c2C)c1	3%	2.4	1308	-3.3%	42%	1.1	17%	14%	11%	-0.7%
CCOc1ccccc1NC(=O)COC(=O)/C=C/c1ccc(OC)c(OC)c1	7%	0.24	1157	-2.6%	-0.4%	1	6%	2%	-5%	0.3%
COc1ccccc1-n1c(CNC(=O)c2cccc([N+](=O)[O-])c2C)n[nH]c1=S	6%	0.57	1291	0.3%	-0.1%	1.1	-4%	-8%	-6%	0.9%
Clc1ccc(-c2nc(-c3cnccn3)no2)cc1	6%	-0.32	1095	·	·	·	·	·	-2%	-0.3%
Cc1ccc(S(=O)(=O)N2CCSC2)cc1C	22%	-1.1	1260	-2.1%	-1.0%	1.1	12%	6%	2%	-0.2%
CC1CCCN(C(=O)CCc2ccccc2)C1 (stereo not given)	20%	0.14	1288	-1.4%	2.8%	1	4%	2%	-4%	0.6%
